Assay outcomes: PubChem BioAssay, National Center for Advancing Translational Sciences (NCATS)
TDP1 cell noCPT – qHTS for Inhibitors of human tyrosyl-DNA phosphodiesterase 1 (TDP1): qHTS in cells in absence of CPT; DT40 Tdp1-/- hTDP1 cells, no CPT, ATP luminescence, 48 h; Potency, µM (doses to about 46.2 µM), for inactives: at the highest dose activity change, negative = growth inhibition, actives largely listed as inhibitors; 420,000 compounds, 15% hits; AID 686978, 2013; note: nearly all actives have a fitted effect of over 55% in size
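Readout: luminescence from CellTiter-Glo after 30 min in the dark at RT. Cells: DT40 Tdp1-/- with stable hTDP1, 400/well. Exposure: compounds alone, ≥48 hr, 37 °C.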
TDP1 cell CPT – growth inhibition of DT40 Tdp1-/-;hTDP1 cells with camptothecin (screen for TDP1 inhibitors). chicken DT40 Tdp1-/-;hTDP1 cells + 20 nM CPT, ATP luminescence, 48 h. Potency, µM (highest dose often 46.2 µM), for the others: at the top dose activity change, negative = growth inhibition, usual class: inhibitors. 420,000 compounds, 12% hits; note: nearly all actives have a fitted effect of over 55% in size
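Chicken DT40 Tdp1-/- cells complemented with human TDP1, 400 cells/well, exposed to compounds plus 20 nM camptothecin for at least 48 h at 37 C; viability read as ATP content by CellTiter-Glo luminescence.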
KAT2A inh – blocks human GCN5L2 histone acetyltransferase. GCN5L2 HAT assay, ThioGlo1 CoA-SH fluorescence. 390,000 compounds, 0.21% hits. Potency, µM (highest dose often 58.9 µM), without a hit: top-dose activity change, negative = inhibition, most hits filed as inhibitors. Q92830
Target sequence (Q92830 whole entry, looked up): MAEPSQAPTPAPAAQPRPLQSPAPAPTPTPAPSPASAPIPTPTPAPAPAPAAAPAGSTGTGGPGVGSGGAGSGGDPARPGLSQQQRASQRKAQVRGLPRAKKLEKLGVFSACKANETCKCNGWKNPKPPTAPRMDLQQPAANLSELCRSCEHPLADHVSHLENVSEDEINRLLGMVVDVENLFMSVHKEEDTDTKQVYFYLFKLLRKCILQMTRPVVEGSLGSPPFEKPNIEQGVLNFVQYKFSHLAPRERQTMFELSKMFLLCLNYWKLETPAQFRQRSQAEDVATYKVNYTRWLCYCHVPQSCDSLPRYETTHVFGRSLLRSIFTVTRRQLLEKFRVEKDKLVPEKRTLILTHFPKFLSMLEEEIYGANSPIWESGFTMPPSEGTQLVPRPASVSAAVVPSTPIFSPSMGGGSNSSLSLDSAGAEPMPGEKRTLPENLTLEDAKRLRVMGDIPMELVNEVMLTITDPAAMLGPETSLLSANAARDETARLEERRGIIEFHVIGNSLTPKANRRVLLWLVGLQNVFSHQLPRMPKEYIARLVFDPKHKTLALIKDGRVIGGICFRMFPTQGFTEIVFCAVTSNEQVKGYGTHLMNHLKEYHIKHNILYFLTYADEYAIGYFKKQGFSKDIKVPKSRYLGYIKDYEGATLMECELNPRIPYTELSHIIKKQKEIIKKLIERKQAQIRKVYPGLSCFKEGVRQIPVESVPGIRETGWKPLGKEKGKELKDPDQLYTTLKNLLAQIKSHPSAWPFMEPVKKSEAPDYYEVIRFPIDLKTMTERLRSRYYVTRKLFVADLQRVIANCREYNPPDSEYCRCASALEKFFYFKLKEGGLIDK
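GCN5L2 (20 nM) in 50mM HEPES pH 7.5, 0.1mM EDTA, 0.01% Tween-20 preincubated 15 min with compounds at room temperature. Reaction started with H3(1-25) 75uM, acetyl-CoA 70uM, ThioGlo1 50uM; CoA-thiol fluorescence (Ex340/Em540) read at 0 and 20 min.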
The depositor's hits bear a star; ? = inconclusive; / = not tested or not shown; [ ] = dose if it differs, or a comment. Calls come from the whole dose curve; as a rule, active = well fitted curve in the direction sought with a large enough effect; inconclusive = small, poorly fitted or top-dose-only effect, or another doubt; inactive = no such curve, though single readings can be large; an effect the other way counts as inactive or inconclusive. % is set by controls: 0 for no effect and ±100 for the full control effect; potency is the fitted concentration of half-maximal effect. Hits appear at their usual frequency; any-hit rate near 18%.

Results follow in this order: TDP1 cell CPT | TDP1 cell noCPT | KAT2A inh
> CCOC(=O)c1[nH]cnc1C(=O)Nc1ccccn1
    -14% | -6% | -7%
> Cc1cc(C)cc(NC(=O)C(=O)NCC2CCCN2S(=O)(=O)c2cccs2)c1 (stereo not given)
    7.3µM* | 10µM* | -10%
> Cc1cccc(NC(=O)c2c(C)nn(-c3ccccc3)c2Cl)c1
    2% | -12% | 0%
> Cc1cc(C(=O)CSc2ccccc2)cc(C)c1O
    -35% | -27% | -19%
> COc1ccccc1NS(=O)(=O)c1cccc(NC(=O)NC2CCCCC2)c1
    ? | ? | -4%
> CCOc1ccccc1N(C)C(=O)c1sc2nc3n(c(=O)c2c1C)CCCC3
    ? | ? | -5%
> Cc1c(OCC(=O)NCc2cccnc2)ccc2c3c(c(=O)oc12)CCCC3
    4% | 6% | -26%
> O=C(CN1CCN(S(=O)(=O)c2ccc(Cl)s2)CC1)N1CCCCC1
    -26% | -7% | -8%
> CS(=O)(=O)c1nc(S(=O)(=O)c2ccc(Cl)cc2)c(NCCCn2ccnc2)s1
    5% | 20% | -4%
> S=C(Nc1ccc2nc(-c3ccccn3)c(-c3ccccn3)nc2c1)N1CCCCCC1
    3% | -7% | -17%
> Cc1cc(NC(=O)Cn2c(=O)oc3ccc(Cl)cc32)no1
    -3% | -15% | -4%
> C/C=C/c1cnc2c(c1)C(=O)N([C@H](C)CO)C[C@H](C)[C@@H](CN(C)C(=O)CN1CCOCC1)O2
    -1% | -26% | /
> Cn1c(=O)c2c(nc(SCc3cccnc3)n2Cc2ccccc2)n(C)c1=O
    ? | ? | -2%
> CCOC(=O)Cn1c(COc2ccccc2OC)[n+](C)c2ccccc21
    ? | -5% | /
> Cn1c(=O)c2[nH]c(NN=Cc3ccc(Br)cc3)nc2n(C)c1=O
    ? | ? | /
> COc1ccc(C(=O)Cn2nnc(-c3ccccc3NC(=O)C3CC3)n2)cc1
    18µM* | 16µM* | -2%
> CCCc1nn2c(=O)cc(COC(=O)c3ccc(NC(=O)CCc4ccccc4)cc3)nc2s1
    -2% | -15% | -8%
> CCCN(CC(=O)Nc1ccccc1C)C(=O)Cc1c(C)nc2ccccc2c1C
    0% | -1% | -3%
> COc1ccc(C(=O)NC(=S)NCc2ccco2)cc1Br
    ? | ? | -11%
> COc1cccc(CN(C)C(=O)CNC(=O)c2sc3ccccc3c2Cl)c1OC
    ? | ? | -6%
> COc1cc(NC(=O)c2ccccc2)c(OC)cc1NC(C)=O
    -2% | 7% | -4%
> CCC(C)c1ccc(OCCCCN2CCOCC2)cc1 (stereo not given)
    ? | -28% | 1%
> CC(=Nc1ccccc1O)c1sc2ccccc2c1O
    -25% | ? | 2%
> CCOc1cccc2cc(-c3nc4ccc(C(=O)O)cc4[nH]3)c(=O)oc12
    5% | -23% | -25%
> C[C@H](CO)N1C[C@H](C)[C@@H](CN(C)Cc2ccncc2)Oc2ccc(NC(=O)Cn3cnnn3)cc2C1=O
    -7% | ? | 1%
> Cc1ccc(C)c(N2CCN(C(=O)c3cnn(-c4ccccc4Cl)c3C3CCN(C(=O)OC(C)(C)C)CC3)CC2)c1
    13µM* | 13µM* | -8%
> CCCc1cc(=O)[nH]c(SCC(=O)c2c(C)[nH]c3ccccc23)n1
    0% | 2% | -4%
> O=C(CCS(=O)(=O)c1ccc(Br)cc1)NCc1cccs1
    -18% | -2% | -1%
> COc1cccc(-c2cnc(C(O)c3ccc(F)cc3C)[nH]2)c1 (stereo not given)
    ? | -15% | /
> COCCNC(=S)N1CCN(C)CC1
    2% | 24% | -30%
> O=C(COc1ccc(Cl)cc1)Nc1ccc(CN2CCOCC2)cc1
    -24% | ? | 3%
> O=C(COC(=O)c1cccc(S(=O)(=O)N2CCCC2)c1)NCc1ccccc1
    -4% | 0% | -1%
> N#CCSc1ccccc1NC(=O)CN1C(=O)NC(CCc2ccccc2)C1=O (stereo not given)
    4% | -12% | /
> COc1ccc(NC(=O)N2CCCC2C(=O)Nc2ccccc2F)cc1 (stereo not given)
    13% | -8% | -1%
> Cc1ccc(S(=O)(=O)N(CC(O)CN2C(=O)NC(C)(C)C2=O)c2cccc([N+](=O)[O-])c2)cc1 (stereo not given)
    -5% | -1% | -7%
> CSCC[C@@H](C(=O)Nc1cccc(F)c1)N1Cc2ccccc2C1=O
    -1% | ? | -3%
> C[C@H](CO)N1C[C@H](C)[C@@H](CN(C)C(=O)CCC(F)(F)F)OCc2cnnn2CCCC1=O
    1% | 6% | /
> CCOc1cc(NC(=O)Nc2ccccc2)c(OCC)cc1NC(=O)CC
    1% | -29% | -7%
> CCc1cc(=O)oc2cc3occ(C)c3cc12
    7% | ? | -3%
> O=C(COC(=O)c1ccc(NS(=O)(=O)c2cccs2)cc1O)NC1CCCCC1
    ? | -27% | -5%
> O=C(O)CCCC(=O)Nc1ccc(C(=O)N2CCCCC2)cc1
    -29% | -4% | /
> O=C(Nc1ccc(S(=O)(=O)N2CCCC2)cc1)Nc1ccc(F)cc1F
    ? | 29µM* | /
> Cc1c(NC(=O)c2ccc3c(c2)OCO3)cccc1-c1nc2ccccc2s1
    -20% | ? | -2%
> CCc1nc2n[nH]c(N)c2c2c1CSC(C)(C)C2
    -10% | -26% | -1%
> Cc1cc(=O)oc2c3c(cc(OCC(=O)NC(C)C)c12)OC(C)(C)CC3
    -17% | -27% | -14%
> C=CCOc1c(/C=N\NC(N)=O)cccc1OC
    16% | -9% | 1%
> Cn1nnc2cc(C(=O)Nc3ccc(Cl)cc3)ccc21
    -29% | ? | -3%
> CN(Cc1cccnc1)Cc1cn(Cc2ccccc2)nc1-c1ccc2c(c1)OCO2
    -17% | ? | -5%
> O=[N+]([O-])CC1(n2nc3ccccc3n2)CCCCC1
    -3% | 6% | -2%
> Cc1ccc(/C(O)=C2/C(=O)C(=O)N(c3ccccn3)C2c2cccc([N+](=O)[O-])c2)cc1 (stereo not given)
    13% | -2% | 10%

Additional records:
Results follow in this order: TDP1 cell CPT | TDP1 cell noCPT | KAT2A inh
> CC1CCc2c(sc3nc(SCC(=O)NCc4ccco4)nc(N)c23)C1 (stereo not given)
    18µM* | 13µM* | -9%
> Clc1ccccc1-c1nnc(-c2ccccc2CNc2ccccc2)o1
    -15% | -24% | -3%
> Cc1c(C(=O)OCc2ccccc2)[nH]c2c1C(=O)CC(c1ccco1)C2 (stereo not given)
    0.82µM* | 0.92µM* | -16%
> CCC(C)[C@H](NC(=O)N1CC(=O)Nc2ccccc21)C(=O)N[C@H](Cc1c[nH]c2ccccc12)C(=O)O (stereo not given in full)
    15% | 4% | 1%
> Cc1cccc(COCC(Cc2ccccc2)N2CCN(C(=O)c3cccc(Cl)c3)CCC2=O)c1 (stereo not given)
    26µM* | 18µM* | -8%
> CCN(CC)CC1CN(N=Cc2ccc([N+](=O)[O-])o2)C(=O)O1 (stereo not given)
    15µM* | 16µM* | /
> COc1ccc(CCNC(=O)c2ccc(CNc3nc(=S)[nH]c4ccccc34)cc2)cc1OC
    15µM* | ? | -2%
> COc1cccc(NC(=O)C2CCN(C(=O)[C@@H]3Cc4ccccc4CN3C(=O)OC(C)(C)C)CC2)c1
    -27% | ? | 1%
> COc1ccc(-c2nnc(SCc3nc4ccccc4c(=O)[nH]3)o2)cc1
    -25% | 1% | -8%
> COC(=O)CSc1nc2ccccc2c(=O)n1Cc1ccccc1
    0% | -19% | -11%
> O=C(O)/C=C/C(=O)Nc1ccc(F)cc1F
    14% | -2% | -10%
> CN(C)Cc1c(O)ccc2cc(-c3nc4ccccc4n3C)c(=O)oc12
    -2% | 4% | ?
> COc1ccc(C(OCCN2CCC[C@@H](C(=O)O)C2)(c2ccc(OC)cc2)c2ccc(OC)cc2)cc1
    ? | ? | -16%
> Cc1ccc(-n2nc(CO)c(C(=O)NCc3cccnc3)n2)cc1
    ? | -15% | -6%
> CCCCCC(=O)Nc1ccc(-c2csc(C)n2)cc1
    1% | 1% | 0%
> COCC(=O)N1CCC2(CCCN(c3ccccn3)C2)CC1
    ? | -9% | 0%
> O=C(COC(=O)c1cccc(S(=O)(=O)N2CCCC2)c1)c1ccc(F)cc1
    -2% | -6% | /
> COc1ccc(NC2=CC(=O)CC(c3ccccc3)C2)c(OC)c1 (stereo not given)
    4.1µM* | 3.3µM* | -6%
> COc1ccc(CCNC(=O)C2CCC(CNS(=O)(=O)c3ccc(C)cc3)CC2)cc1OC (stereo not given)
    -18% | -28% | -4%
> Cn1c(=O)[nH]c(=O)c2c1nc(SCC(=O)Nc1ccccc1)n2Cc1ccccc1
    23µM* | 18µM* | -3%
> CCC(C)c1ccc(C(CC)NC(=O)C2CCCO2)cc1 (stereo not given)
    23µM* | ? | -3%
> Cc1ccc(C)c(NC(=O)COc2cccc3c2CCN(Cc2ccccc2)C3=O)c1
    ? | ? | -5%
> Cc1cc(F)ccc1S(=O)(=O)NCC(c1ccc2c(c1)OCO2)N1CCOCC1 (stereo not given)
    -1% | -21% | 1%
> Cc1ccc(C)c(S(=O)(=O)N2CCCOC2CNC(=O)C(=O)NCCc2ccccc2)c1 (stereo not given)
    ? | 16µM* | -1%
> C#CCOC(=O)Nc1cccn(Cc2c(Cl)cccc2Cl)c1=O
    21µM* | 10µM* | 0%
> COc1cccc(NC(=O)CN2C(=O)CSc3ccc(S(=O)(=O)N4CCCC4)cc32)c1
    ? | ? | -10%
> CCC(C)NC(=O)CSc1nc2c(sc3ccccc32)c(=O)n1CCc1ccc(OC)c(OC)c1 (stereo not given)
    2% | -22% | -7%
> Cc1ccc(NC(=O)CC(c2ccc(F)cc2)N2Cc3ccccc3C2=O)cc1C (stereo not given)
    -15% | -24% | -4%
> CCOc1ccc2nc(NC(=O)C(CCSC)NS(=O)(=O)c3cccs3)sc2c1 (stereo not given)
    ? | ? | 1%[0.501 µM]
> N#CCc1cc2ccc3cccc4ccc(c1)c2c34
    -5% | ? | 2%

Structures listed so far that contain two or more sulfur atoms, in the order listed:
Results follow in this order: TDP1 cell CPT | TDP1 cell noCPT | KAT2A inh
> Cc1cc(C)cc(NC(=O)C(=O)NCC2CCCN2S(=O)(=O)c2cccs2)c1 (stereo not given)
    7.3µM* | 10µM* | -10%
> O=C(CN1CCN(S(=O)(=O)c2ccc(Cl)s2)CC1)N1CCCCC1
    -26% | -7% | -8%
> CS(=O)(=O)c1nc(S(=O)(=O)c2ccc(Cl)cc2)c(NCCCn2ccnc2)s1
    5% | 20% | -4%
> O=C(CCS(=O)(=O)c1ccc(Br)cc1)NCc1cccs1
    -18% | -2% | -1%
> O=C(COC(=O)c1ccc(NS(=O)(=O)c2cccs2)cc1O)NC1CCCCC1
    ? | -27% | -5%
> CC1CCc2c(sc3nc(SCC(=O)NCc4ccco4)nc(N)c23)C1 (stereo not given)
    18µM* | 13µM* | -9%
> COc1cccc(NC(=O)CN2C(=O)CSc3ccc(S(=O)(=O)N4CCCC4)cc32)c1
    ? | ? | -10%
> CCC(C)NC(=O)CSc1nc2c(sc3ccccc32)c(=O)n1CCc1ccc(OC)c(OC)c1 (stereo not given)
    2% | -22% | -7%
> CCOc1ccc2nc(NC(=O)C(CCSC)NS(=O)(=O)c3cccs3)sc2c1 (stereo not given)
    ? | ? | 1%[0.501 µM]

Additional structures follow.
Results follow in this order: TDP1 cell CPT | TDP1 cell noCPT | KAT2A inh
> Cc1ccc(OCc2n[nH]c(=S)n2Cc2ccccc2)cc1
    -2% | -12% | -5%
> Cc1cccc(COc2ccc(/C=N/NC(=O)c3nnn(-c4nonc4N)c3CN3CCCCC3)cc2)c1
    5% | 2% | -15%
> Cc1cccc(NC(=O)C2CC2c2ccccc2)c1C (stereo not given)
    -18% | ? | ?
> CCOc1ccc(Br)cc1S(=O)(=O)Nc1ccc(Cl)c(S(=O)(=O)N(C)C)c1
    -28% | ? | -2%
> N#CC(C(=O)Nc1cccc(Cl)c1)=C1Nc2ccccc2N1
    -10% | -20% | -17%
> CCCC(C(=O)Nc1cccc(S(=O)(=O)N2CCCC2)c1)c1ccccc1 (stereo not given)
    23µM* | 21µM* | -14%
> CCC(Sc1nc(N)c(NC(=O)c2ccco2)c(=O)[nH]1)C(=O)O (stereo not given)
    4% | -1% | -1%
> Cc1[nH]c2ccccc2c1C(=O)c1cc(Cc2ccccc2)sc1N
    ? | 16µM* | /
> CCOc1cc(CNCCO)cc(Br)c1OCc1cccs1
    15µM* | 18µM* | -3%
> O=C(NN=C1CCCCCCCCCCC1)c1cccc(S(=O)(=O)N2CCOCC2)c1
    -17% | -16% | 1%
